High-throughput results (PubChem BioAssay)
POLB inh = DNA polymerase beta (human) inhibition | Potency, µM (titrated, usually from 114 µM), without a hit: at the highest dose activity change, negative = inhibition, usual class: inhibitors | 340,000 compounds, 1.3% hits | P06746 | AID 485314 | Pol beta primer extension/strand displacement, fluorescence kinetic; note: potency is the fitted concentration of half-maximal effect; % is set by controls: 0 for no effect and ±100 for the full control effect
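Homogeneous kinetic assay of primer extension and strand displacement by 10 nM Pol beta, preincubated 15 min at room temperature with compound before 50 nM substrate (final) was added. Read at 0 and 10 min; four-parameter Hill fit.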
RXFP1 antag = RXFP1 (human) relaxin receptor antagonism; HEK293-RXFP1, relaxin-stimulated cAMP HTRF, 30 min; active compounds read low; activity change, negative = inhibition, % at 57.5 µM; Q9HBX9; 350,000 compounds, 0.59% hits;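 active = activity change of -60% or lower, but not beyond a set lower limit; inconclusive = change between -60% and -40%, or beyond the set limit; inactive = change above -40%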; note: % is set by controls: 0 for no effect and ±100 for the full control effect
Pol eta inh = inhibitors of human DNA polymerase eta. Q9Y253. recombinant Pol eta, fluorescent DNA replication assay. Potency, µM (series often up to 114 µM), without a hit: top-dose activity change, negative = inhibition, actives largely listed as inhibitors. 390,000 compounds, 1.2% hits; note: potency is the fitted concentration of half-maximal effect; % is set by controls: 0 for no effect and ±100 for the full control effect
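Fluorescent replication assay: 50 nM final substrate added after a 15 min room-temperature compound preincubation with 10 nM enzyme. Signal taken at 0 min and again at 10 min.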
Apoferritin bind = binds horse apoferritin like a general anesthetic | apoferritin/1-aminoanthracene competitive binding, fluorescence | AID 485281 | P02791 | 350,000 compounds, 0.074% hits | Potency, µM (highest dose often 77.5 µM), for inactives: at the highest dose activity change, negative = displacement, most hits filed as inhibitors; note: potency is the fitted concentration of half-maximal effect; % is set by controls: 0 for no effect and ±100 for the full control effect; nearly all actives have a fitted effect of over 20% in size
Target sequence (P02791 2-175 limits assumed): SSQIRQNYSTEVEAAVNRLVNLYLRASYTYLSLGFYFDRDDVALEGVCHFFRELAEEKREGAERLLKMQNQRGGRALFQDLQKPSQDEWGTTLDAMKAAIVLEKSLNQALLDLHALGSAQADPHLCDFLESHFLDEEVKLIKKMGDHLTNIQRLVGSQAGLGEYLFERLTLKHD
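Horse-spleen apoferritin (10 uM) was mixed with 50% saturated 1-aminoanthracene in PBS, exposed to compounds for 10 min at room temperature, and read for fluorescence (ex 380 nm, em 535 nm). Competitive displacement was fitted with a four-parameter Hill equation.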
APE1 inh = inhibitors of human APE1 endonuclease; recombinant APE1, TAMRA/BHQ-2 abasic DNA cleavage fluorescence; Potency, µM (doses to about 65.8 µM), for inactives: top-dose activity change, negative = inhibition, usual class: inhibitors; 350,000 compounds, 0.35% hits; AID 2517;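 note: potency is the fitted concentration of half-maximal effect; plate controls were vehicle for no effect and reference inhibitor for full effect; nearly all actives have a fitted effect of over 55% in size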
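Quantitative HTS: incision of a TAMRA/BHQ-2 double-stranded substrate bearing a tetrahydrofuran abasic site by 0.75 nM APE1 raises fluorescence. Substrate 50 nM final, added after 15 min compound preincubation at room temperature; progress as third-minus-first kinetic read difference.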
Pol kappa inh = DNA polymerase kappa (human) inhibition; Q9UBT6; purified Pol kappa, fluorescent DNA synthesis assay, 10 min; Potency, µM (doses to about 107 µM), for inactives: top-dose activity, negative = inhibition, actives largely listed as inhibitors; 400,000 compounds, 0.53% hits; AID 588579; note: potency is the fitted concentration of half-maximal effect; % is set by controls: 0 for no effect and ±100 for the full control effect
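Kinetic fluorescence screen: compound preincubated 15 min RT with 10 nM enzyme; 50 nM substrate (final) initiates; reads at 0/10 min.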
BLM inh = inhibitors of human Bloom syndrome helicase BLM; recombinant BLM DNA unwinding, fluorescence dequenching; Potency, µM (top dose mostly 56.1 µM), for the others: at the top dose activity change, negative = inhibition, most hits filed as inhibitors; 350,000 compounds, 0.2% hits; AID 2528;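 note: potency is the fitted concentration of half-maximal effect; plate controls were vehicle for no effect and no enzyme for full effect; nearly all actives have a fitted effect of over 35% in size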
Pol iota inh = inhibitors of human DNA polymerase iota; Q9UNA4; Pol iota fluorescent replication assay, 10 min; Potency, µM (titrated, usually from 115 µM), for the others: at the highest dose activity, negative = inhibition, hits mostly inhibitors; 390,000 compounds, 1% hits; AID 588590; note: potency is the fitted concentration of half-maximal effect
Target sequence (Q9UNA4 whole entry, looked up): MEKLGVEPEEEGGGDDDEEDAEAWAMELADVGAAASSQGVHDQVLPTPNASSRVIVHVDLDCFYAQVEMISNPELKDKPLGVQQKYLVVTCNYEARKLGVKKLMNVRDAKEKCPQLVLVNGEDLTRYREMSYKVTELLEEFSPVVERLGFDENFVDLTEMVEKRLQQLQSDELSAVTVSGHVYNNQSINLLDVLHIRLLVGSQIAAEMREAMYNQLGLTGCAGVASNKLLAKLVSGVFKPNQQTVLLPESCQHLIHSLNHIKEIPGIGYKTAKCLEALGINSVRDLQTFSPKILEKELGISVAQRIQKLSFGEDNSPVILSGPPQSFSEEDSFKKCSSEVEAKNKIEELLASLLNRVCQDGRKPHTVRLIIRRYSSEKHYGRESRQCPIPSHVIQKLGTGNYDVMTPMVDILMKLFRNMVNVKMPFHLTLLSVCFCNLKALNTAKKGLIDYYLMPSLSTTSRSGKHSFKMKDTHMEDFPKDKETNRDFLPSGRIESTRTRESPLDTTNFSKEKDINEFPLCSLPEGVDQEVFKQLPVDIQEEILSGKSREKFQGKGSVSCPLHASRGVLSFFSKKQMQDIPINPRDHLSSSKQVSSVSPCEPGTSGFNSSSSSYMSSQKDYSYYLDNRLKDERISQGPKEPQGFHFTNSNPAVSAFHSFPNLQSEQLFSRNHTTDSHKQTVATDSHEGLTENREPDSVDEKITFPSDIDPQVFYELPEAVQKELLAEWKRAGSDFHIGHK
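Pol iota at 10 nM preincubated 15 min with compounds at room temperature; reaction started with fluorescent substrate, 50 nM final. Fluorescence read kinetically at 0 and 10 min; buffer-only wells as negative control.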
PGK inhibitor = blocks T. brucei phosphoglycerate kinase. AID 602233. P07378. PGK/GAPDH coupled, Kinase-Glo luminescence, 60 min. 380,000 compounds, 0.043% hits. Potency, µM (titrated, usually from 57.5 µM), inactives show top-dose activity change, negative = inhibition, actives largely listed as inhibitors; note: potency is the fitted concentration of half-maximal effect; % is set by controls: 0 for no effect and ±100 for the full control effect; nearly all actives have a fitted effect of over 60% in size
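Recombinant glycosomal PGK reaction used 1,3-bisphosphoglycerate generated in-well by GAPDH (100nM final) in 100mM TEA pH 7.6, 5mM MgCl2, 0.01% Tween-20. After 60 minutes at room temperature, ATP was read by Kinase-Glo Plus luminescence end-point.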
* marks the source's active call; other numbers are inactive results; i = inactive; ? = inconclusive; . = not tested or not shown; & = joins results of further samples; [ ] = dose if it differs, or a comment. Unless noted, calls come from the whole dose curve; as a rule, active = well fitted curve in the direction sought with a large enough effect; inconclusive = small, poorly fitted or top-dose-only effect, or another doubt; inactive = no such curve, though single readings can be large; an effect the other way counts as inactive or inconclusive. A portion of the library; the hit share may differ from the screen's.

SMILES	POLB inh	RXFP1 antag	Pol eta inh	Apoferritin bind	APE1 inh	Pol kappa inh	BLM inh	Pol iota inh	PGK inhibitor
O=C(COc1ccc(S(=O)(=O)Nc2ccc(Cl)cc2)cc1)N1CCOCC1	35%	2	-8%	-8%	3%	-11%	0%	20%	3%
Cc1oc(-c2ccc(Cl)cc2)nc1CN1CCC(C(=O)N2CCN(Cc3ccccc3)CC2)CC1	13%	-23	-11%	-9%	-6%	19%	4%	-14%	-10%
Cc1[nH]c2ccccc2c1-c1csc(N)n1	-2%	0	-4%	-10%	13%	-20%	-3%	16%	7%
COc1ccc(CCNC(=O)CS(=O)(=O)Cc2nc(-c3ccccc3Cl)oc2C)cc1OC	25%	4	-23%	-12%	11%	-6%	-2%	21%	-8%
Cc1cc(C)c2nc(NC(=O)c3ccc([N+](=O)[O-])o3)sc2c1	37%	5	7%	-6%	-4%	-10%	2%	113%[activator]	-10%
CCCNC(=S)NCCN1CCCCC1	1%	0	-1%	3%	0%	-7%	2%	26%	-9%
CCc1ccc(C(=O)CCC(=O)Nc2ccc(OC)c(S(=O)(=O)N3CCCCC3)c2)cc1	.	-20	-22%	.	37%	-5%	.	5%	12%
COc1ccccc1-c1nnc(NC(=O)c2cccc(N3C(=O)CCC3=O)c2)o1	-1%	-14	-19%	2%	6%	-3%	-1%	16%	9%
COc1ccc(NC(=O)c2ccc(NCCCN3CCOCC3)c([N+](=O)[O-])c2)cc1	-21%	.	-30%	-8%	2%	-9%	3%	14%	-4%
Cc1ccc(Cl)c2sc(NC(=O)C3=COCCO3)nc12	0%	-11	-10%	-20%	-12%	14%	-4%	5%	-11%
O=C(NCCCNC(=O)c1ccccc1Br)c1ccccc1Br	4%	-3	-15%	0%	5%	7%	1%	19%	-9%
CCOc1ccc(C(CC(=O)O)NS(=O)(=O)c2ccc(C)cc2)cc1OC (stereo not drawn)	10%	-4	-11%	-7%	20%	-3%	-2%	7%	0%
COc1ccc(CN(C(=O)c2cccc(OC)c2)C2CCS(=O)(=O)C2)cc1 (stereo not drawn)	12%	-12	-14%	13%	5%	-6%	2%	66%	i
CCNc1nc(NCC)n2c(SCC(=O)Nc3cccc(Cl)c3)nnc2n1	.	-10	14µM*	.	27µM*	?	.	?	?
O=C1COc2ccc(S(=O)(=O)N3CCc4ccccc43)cc2N1	-10%	14	?	4%	3%	-16%	-1%	49%[activator]	-6%
O=C(NNC(=O)c1ccccc1Br)c1ccncc1	20%	-2	-13%	6%	18%	12%	0%	-2%	-7%
COc1cc(C(=O)COC(=O)c2ccco2)cc(OC)c1OC	.	-5	-19%	.	19%	-6%	.	110%[activator]	-5%
CCOC(=O)c1sc(NC(=O)c2cc(S(=O)(=O)N3CCOCC3)ccc2C)nc1C	11%	-2	-1%	-17%	0%	2%	-4%	-6%	-8%
COc1ccccc1N(CC(=O)NCC1CCCO1)C(=O)Cn1nnc(-c2cccs2)n1 (stereo not drawn)	-28%	-5	-4%	-2%	3%	-7%	-6%	-1%	-5%
COc1ccc(/C=C/C(=O)OCC(=O)Nc2ccc3c(c2)OCO3)cc1	.	-2	-3%	.	21%	-3%	.	-2%	-7%
CN(C)S(=O)(=O)c1cccc(NC(=O)COC(=O)/C=C/c2ccco2)c1	32µM*	20	?	-6%	?	-38%	-11%	-54%	?
COc1ccc(OC)c2c1sc(=NC(=O)c1cccc(N3C(=O)CCC3=O)c1)n2C	-1%	5	-5%	-2%	?	-2%	0%	17%	10%
O=C(c1cc(S(=O)(=O)N2CCCC2)c[nH]1)N1CCN(c2cccc(Cl)c2)CC1	-9%	5	-32%	-1%	.	-5%	-9%	1%	-3%
COc1cccc(-c2nc(N)nc(SC)c2C#N)c1	38%	2	-14%	11%	-8%	?	-3%	2%[58.9 µM]	-12%
Cc1cccc(C(=O)NC(C(=O)Nc2cccc(S(=O)(=O)N3CCCC3)c2)C(C)C)c1 (stereo not drawn)	.	-2	-17%	.	17%	-4%	.	22%	i
CCO[C@H]1OC(C(=O)O)=C[C@@H](c2ccc3c(c2)OCO3)[C@@H]1CCCO	1%	.	-13%	-2%	-4%	-9%	-2%	-19%	1%
CCOc1ccc(NC(=O)c2ccc(NC(=O)C3CCCO3)cc2)cc1 (stereo not drawn)	6%	2	-8%	8%	6%	-8%	-2%	122%[activator]	-5%
COC(=O)Cc1c(C)c2cc3c(c(C)c2oc1=O)OCN(CCc1ccc(F)cc1)C3	-28%	1	-14%	.	.	-21%	-11%	2%	-4%
Cc1ccccc1NC(=O)NC1CCS(=O)(=O)C1 (stereo not drawn)	7%	-1	-17%	-10%	-11%	6%	-2%	117%[activator]	-5%
COc1ccccc1NC(=O)c1ccccc1C(=O)Nc1ccccc1OC	-7%	-16	-3%	-12%	29%	-13%	-7%	-4%	-5%
Nc1nc(CSCc2ccccc2)nc(N2CCOCC2)n1	4%	2	-9%	1%	1%	-6%	-8%	-5%	-10%
COCCCn1c(SCC(=O)N2CCc3ccccc32)nnc1-c1ccoc1C	.	-2	5%	.	.	-13%	.	?	-10%
CC1CCc2sc(C(=O)NC3CCCCC3)cc2C1 (stereo not drawn)	.	-2	-5%	.	1%	8%	.	9%	0%
COC(=O)c1ccc(C23CC4(C2)[C@H](CN(Cc2ccc(C(F)(F)F)cc2)[C@@H]4c2ccccc2)C3c2ccc(Cl)nc2)cc1 (stereo partly drawn)	16%	.	-13%	-3%&5%	-1%&13%	-6%	-7%&-7%	11%	6%
CCCN(C(=O)c1cc(S(=O)(=O)N2CCCCCC2)ccc1OC)C1CCS(=O)(=O)C1 (stereo not drawn)	.	-3	0%	.	10%	-15%	.	10%	-6%
Cc1nnc(-c2ccco2)c2cn(-c3cccc(Br)c3)nc12	?	-32	?	-9%	4%	-12%	-11%	-1%	-9%
CC1(C)Cc2c(c(N3CCOCC3)nc3sc4c(NCC5CCCO5)nnnc4c23)CS1 (stereo not drawn)	-4%	-16	-23%	-4%	-10%	4%	2%	22%	-1%
O=C(NCCN1CCN(c2ccccc2)CC1)c1cccn2c(=O)c3ccccc3nc12	7%[57.1 µM]	1	1%	-9%	-1%	-1%	-10%	53%[activator]	-2%
CCOc1ccc2oc(C(=O)Nc3nccs3)c(C)c2c1	.	-4	22µM*	.	16%	-2%	.	20%	-8%
Cc1ccc(/C=C/C(=O)Nc2nc(-c3cccs3)ns2)cc1	1%	-15	-14%	-11%	.	-25%	-4%	15%	-2%

The closing three entries of the part before come first, to join the parts.
SMILES	POLB inh	RXFP1 antag	Pol eta inh	Apoferritin bind	APE1 inh	Pol kappa inh	BLM inh	Pol iota inh	PGK inhibitor
O=C(NCCN1CCN(c2ccccc2)CC1)c1cccn2c(=O)c3ccccc3nc12	7%[57.1 µM]	1	1%	-9%	-1%	-1%	-10%	53%[activator]	-2%
CCOc1ccc2oc(C(=O)Nc3nccs3)c(C)c2c1	.	-4	22µM*	.	16%	-2%	.	20%	-8%
Cc1ccc(/C=C/C(=O)Nc2nc(-c3cccs3)ns2)cc1	1%	-15	-14%	-11%	.	-25%	-4%	15%	-2%
CC(C)Oc1ccc(S(=O)(=O)N2CCOCC2)cc1NC(=O)c1nn(C)c(=O)c2ccccc12	.	12	-15%	.	.	-6%	.	32%	i
Cc1ccc(S(=O)(=O)CCC(=O)NCc2ccccc2Cl)cc1	31%	-3	-22%	-2%	-6%	-1%	-4%	31%[activator]	-4%
Cc1ccc(-c2cnn(-c3cccc(C(F)(F)F)c3)c2N)cc1	12%	-2	-11%	-20%	-5%	-5%	-4%	5%	-2%
Cc1cccc(C2NC(=O)c3c(sc4c3CCN(C)C4)N2)c1O (stereo not drawn)	12%	0	-5%	-11%	.	0%	-2%	47%[activator]	5%
Cc1nnc(NC(=O)c2ccc(S(=O)(=O)N3CC(C)CC(C)C3)cc2)o1 (stereo not drawn)	26%	-8	-3%	-16%	3%	-2%	-6%	9%	-5%
Cc1cc(C)n2nc(C(=O)OCC(=O)NNC(=O)c3ccc(Cl)cc3)nc2n1	.	2	-5%	.	7%	-18%	.	27%	-6%
C/C(Cc1ccccc1)=N\NC(=O)CNC(=O)c1ccccc1O	3%	-12	-19%	?	11%	6%	-4%	49%[activator]	4%
Cc1ccc(NC(=O)CSCC(=O)N2CCOCC2)cc1	3%	-10	-8%	2%	3%	2%	2%	4%	-4%
Cc1cc(=O)nc2c3ccccc3n(CC(=O)NC(C)c3ccc4c(c3)OCCO4)n12 (stereo not drawn)	16%	-16	-7%	-9%	87%[activator]	8%	-1%	46%[activator]	0%
CCC(C)Nc1c2c(nc3c(-c4ccccc4)c(C)nn13)CCC2 (stereo not drawn)	6%	-25	-17%	-9%	?	-13%	-7%	28%	-5%
COc1ccc(-c2noc(CSc3nc4ccc(C)cc4[nH]3)n2)cc1	-1%	.	-9%	-18%	.	-9%	-6%	-20%	i
Cc1ccc(CNC(=O)c2ccc(N3CCC4(CC3)CC(c3cccc(Br)c3)=NO4)c(NC(=O)c3ccco3)c2)cc1	.	.	1%	.	21%	3%	.	7%	i
COc1ccc(/C=N/NC(=O)c2cccc(NC(=O)c3ccc(F)cc3)c2)c(C(=O)O)c1OC	24%	1	-4%	-2%	15%	-7%	-12%	23%	i
Cn1cccc1C(NC(=O)c1ccccc1)C(Cl)(Cl)Cl (stereo not drawn)	-1%	2	-15%	3%	8%	0%	-3%	0%	3%
CCCN(CCC)CCNC(=O)C1c2ccccc2C(=O)N(CCOC)C1c1ccc(F)cc1 (stereo not drawn)	30%	-10	0%	-15%	-4%	-13%	-2%	29%	-1%
Cc1ccc(-n2ncc(C(=O)N3CCN(C4CCCCC4)CC3)c2C2CCN(C(=O)OC(C)(C)C)CC2)cc1	27%	-18	5%	-6%	.	0%	0%	?	i
